KCNQ1 block – inhibitors of human KCNQ1 potassium channel; CHO-K1 KCNQ1, FluxOR thallium flux fluorescence; hits give high values; B-score at 10 µM; AID 2642; P51787; 1.3% of 310,000 active;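 active = compounds whose thallium flux B-score, printed positive for inhibition, exceeds three library SD while starting fluorescence stays within three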;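 note: channel opened by potassium depolarization with thallium stimulus after 20 min compound exposure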
KCNK9 inh – human KCNK9 channel inhibition | HEK293 KCNK9, FluxOR thallium flux fluorescence; hits give low values | AID 488922 | Q9NPC2 | 1.2% of 310,000 active | B-score at 10 µM;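 active = ratio B-score over 3 SD below the library mean, with starting fluorescence within 5 SD of its mean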;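 note: negative B-score means less thallium flux so channel inhibition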
Target sequence (Q9NPC2 whole entry, looked up): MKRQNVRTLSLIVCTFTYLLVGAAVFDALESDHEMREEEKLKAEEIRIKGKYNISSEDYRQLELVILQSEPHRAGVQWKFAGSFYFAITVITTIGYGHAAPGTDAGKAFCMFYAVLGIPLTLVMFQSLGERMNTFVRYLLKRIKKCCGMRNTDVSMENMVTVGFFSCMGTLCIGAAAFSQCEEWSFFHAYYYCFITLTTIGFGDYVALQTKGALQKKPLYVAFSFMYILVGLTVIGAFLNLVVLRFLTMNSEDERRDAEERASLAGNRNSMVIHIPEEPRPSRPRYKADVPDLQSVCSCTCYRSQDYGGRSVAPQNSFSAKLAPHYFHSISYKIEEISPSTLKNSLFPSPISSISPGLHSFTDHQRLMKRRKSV
TRPC4 potent – TRPC4 (mouse) allosteric potentiation. 0.42% of 310,000 active. B-score at 10 µM. Q9QUQ5. AID 2227. HEK293 TRPC4beta/mu-opioid, DAMGO EC20, Fluo-4 Ca2+ flux; hits give high values;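 active = B-score of calcium response area above 5 SD of library B-scores, with initial fluorescence ratio within 5 SD of library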;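 note: B-score of integrated fluorescence ratio over time as area under calcium response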
HDAC3 inhib – blocks human histone deacetylase 3; recombinant HDAC3, fluorogenic peptide/trypsin coupled, fluorescence; inhibition, % at 8.3 µM; 0.15% of 320,000 active; in the data active = inhibition above about 26%, passing the limit was not always enough; inconclusive = no clear call, values can overlap the other calls
Target sequence (O15379 whole entry, looked up): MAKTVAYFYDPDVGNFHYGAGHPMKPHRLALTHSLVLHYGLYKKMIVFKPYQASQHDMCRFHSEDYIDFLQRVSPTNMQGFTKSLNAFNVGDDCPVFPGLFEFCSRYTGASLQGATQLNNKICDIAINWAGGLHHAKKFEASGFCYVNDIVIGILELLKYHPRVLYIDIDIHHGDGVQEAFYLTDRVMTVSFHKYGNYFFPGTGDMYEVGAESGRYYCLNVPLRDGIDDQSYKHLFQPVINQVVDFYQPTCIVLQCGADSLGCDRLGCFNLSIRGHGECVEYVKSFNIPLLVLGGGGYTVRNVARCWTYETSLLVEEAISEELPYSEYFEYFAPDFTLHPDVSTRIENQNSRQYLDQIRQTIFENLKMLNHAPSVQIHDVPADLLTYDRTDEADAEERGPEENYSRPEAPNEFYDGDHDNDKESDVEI
TRPC4 agonist – opens the mouse TRPC4 cation channel; Q9QUQ5; HEK293 TRPC4beta/mu-opioid, Fluo4 calcium fluorescence; hits give high values; B-score at 10 µM; 0.49% of 310,000 active;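 active = B-score above 5 SD of library B-scores, and initial fluorescence ratio not above library mean plus 5 SD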;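 note: positive B-score marks a calcium rise read as TRPC4 activation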
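Material: HEK293 stable line with TRPC4beta plus mu-opioid receptor; technique: Fluo4 calcium-sensitive dye fluorescence, kinetic, 1 Hz baseline; timing: Fluo4 dye loading 45 min at room temperature, 110 s recording; controls: assay buffer as low control, maximal DAMGO as high control; read-out: integrated baseline-normalised fluorescence ratio, converted to per-well B score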
ANO1 block – blocks the mouse calcium-activated chloride channel TMEM16A; Q8BHY3; HEK293 TMEM16A/YFP iodide influx fluorescence, ionomycin; normalized B-score (activity score, 25-100; higher = stronger inhibition) at 10 µM; 1.2% of 310,000 active;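 active = ratio plate-corrected score three or more library SD toward inhibition, starting fluorescence score within five deviations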;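 note: score derived from kinetic fluorescence span divided by baseline fluorescence per well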
DYRK1A inh – blocks rat Dyrk1A kinase activity; Q63470; ADP-Glo luminescence, NFATc1 peptide; inhibition, % at 12.5 µM; 0.43% of 310,000 active; AID 504441; in the data active = inhibition above about 50%;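 note: plate controls were vehicle with enzyme for no effect and no enzyme for full effect; many of its hits are not listed in these tables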
hERG protect – hERG (human) protection from proarrhythmic block. Q12809. CHO-hERG, FluxOR thallium flux, dofetilide IC70 present. activation (rescue from dofetilide block), less the hit threshold, % at 10 µM. 0.51% of 310,000 active;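 active = activation above the mean of controls blocked by dofetilide plus 5 SD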;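 note: thallium influx through hERG after potassium depolarization seen as dye fluorescence rise; in these data hits start at about 4.7%; inactives centre near -7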
KCNQ1 act – potentiators or activators of human KCNQ1 potassium channel; P51787; CHO-K1 KCNQ1, thallium flux FluxOR fluorescence; hits give high values; B-score at 10 µM; 0.35% of 310,000 active; AID 2648;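 active = fluorescence ratio B-score, a plate-corrected score, at least three library SD, with initial intensity B-score within 5 SD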
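Assay system: stable KCNQ1 CHO-K1 line; medium: assay buffer, equal DMSO in all wells; timing: 90 min dye loading and 20 min compound exposure, both at room temperature; technique: kinetic FluxOR thallium fluorescence, 10-s 1-Hz baseline, 110-s post-stimulus read; read-out basis: B score of baseline-normalized fluorescence ratio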
KCNK3 block – human KCNK3 channel inhibition, primary screen; O14649; CHO-KCNK3 thallium flux, FluxOR fluorescence; hits give low values; B-score at 10 µM; 0.84% of 340,000 active;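 active = B-score under library mean minus 4 SD, starting fluorescence ratio at most library mean plus 5 SD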;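 note: more negative B-score means stronger inhibition of thallium flux through KCNK3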
TMEM16A act – activates or potentiates the mouse TMEM16A chloride channel; Q8BHY3; HEK293 TMEM16A/YFP-H148Q/I152L, iodide quench fluorescence; hits give low values; B-score at 10 µM; 0.3% of 340,000 active; AID 623877;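 active = fluorescence-ratio B-score plate-corrected deviation score at least 3 library SD below zero, with starting fluorescence score within 5 deviations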;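 note: channel opened by trigger with iodide after compound preincubation; score built on the fluorescence ratio of max minus min over baseline; more negative score means more quench and so TMEM16A activation or potentiation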
Numbers without * were called inactive; i = inactive; u = inconclusive; x = no result given; & = joins results of further samples. Not all compounds are listed, so the mix of outcomes need not match the whole.

SMILES | KCNQ1 block | KCNK9 inh | TRPC4 potent | HDAC3 inhib | TRPC4 agonist | ANO1 block | DYRK1A inh | hERG protect | KCNQ1 act | KCNK3 block | TMEM16A act
Clc1ccc(N2CCCCCC2)nn1 | i | i | i | -9 | i | i | -2 | -7 | i | i | i
O=C(CCc1ccccc1)Nc1ncc2c(n1)CCCC2=O | i | i | i | 9 | i | i | 9 | -8 | i | i | i
Cc1c(Cl)cccc1NC(=S)N1CCN(c2ncccn2)CC1 | i | i | i | -3 | i | i | -2 | -3 | i | i | i
Fc1cccc(Oc2nc3ccccc3n3cccc23)c1 | i | i | i | 1 | i | i | 5 | -8 | i | i | i
COc1ccc(NC(=O)CCNS(=O)(=O)c2cccc(C(C)=O)c2)cc1S(N)(=O)=O | i | i | i | 2 | i | i | 0 | -6 | i | i | i
COC(=O)c1ccccc1C(=O)N1CCCC(C(=O)c2cc(F)ccc2F)C1 (configuration not stated) | i | i | i | 2 | i | i | -2 | -8 | i | i | i
O=C(Nc1cc(C(F)(F)F)ccc1Cl)c1cc(C2CC2)on1 | i | i | i | -2 | i | i | 4 | -10 | i | i | i
O=C(Nc1ccc(N2CCOCC2)cc1)c1ccc([N+](=O)[O-])o1 | i | i | i | 3 | i | i | -4 | -6 | i | i | i
Nc1ccc(C(=O)OCC(=O)Nc2ccc3c(c2)OCO3)cc1[N+](=O)[O-] | i | i | i | 8 | i | i | -3 | -6 | i | i | i
CCC(C)(C)NC(=O)CN(C(=O)CCC(=O)Nc1ccccn1)c1ccc(F)c(Cl)c1 | i | i | i | 1 | i | i | -8 | -8 | i | i | i
O=C(O)Cn1c(-c2ccccc2)nc2ccccc21 | i | i | i | -2 | i | i | -1 | -3 | i | i | i
COc1cccc(CN(C)C(=O)c2ccccc2Sc2ccccc2C#N)c1OC | i | i | i | -5 | i | i | 2 | -14 | i | -8.7* | i
O=Cc1ccc(-c2ccc(C(=O)O)cc2)o1 | i | i | i | x | i | i | 0 | -6 | i | i | i
CCN1CCN(CCCN(Cc2cccs2)C(=S)Nc2ccccc2C)CC1 | i | i | i | 2 | i | i | -9 | -10 | i | i | i
CN1CCN(C(=O)/C(=C/c2ccccc2Cl)NC(=O)c2ccccc2)CC1 | i | i | i | 8 | i | i | -1 | -7 | i | i | i
Cc1ccc2nc(SCc3nnc(-c4cccs4)o3)[nH]c2c1 | i | i | i | 3 | i | i | 9 | -4 | i | i | i
CC1CN(S(=O)(=O)c2cccc3nsnc23)CC(C)O1 (configuration not stated) | i | i | i | 10 | i | i | -4 | -6 | i | i | i
CCCCOc1ccc(NC(=O)c2cnc(C)cn2)cc1 | i | i | i | u | i | i | 7 | -4 | i | i | i
O=C(NCCCCc1ccccc1)C1CC(c2cccc(F)c2)=NO1 (configuration not stated) | i | i | i | -6 | i | i | 4 | -7 | i | i | i
CS(=O)(=O)N1CCC(C(=O)N2CCN(c3ccc(F)cc3)CC2)CC1 | i | i | i | -2 | i | i | x | -4 | i | i | i
CCN1C(=O)c2cccc3c(NC(=O)C4CCCCC4)ccc1c23 | i | i | i | 3 | i | i | -7 | 0 | i | i | i
COc1ccc(CC(=S)NCCc2ccccc2)cc1 | i | i | i | -3 | i | i | -7 | -5 | i | i | i
CSc1ccccc1NC(=O)COc1ccccc1Cl | i | i | i | u | i | i | 6 | 0 | i | i | i
Cc1ccc(NC(=O)c2cc3ccccc3o2)cc1 | i | i | i | 7 | i | i | 6 | -1 | i | i | i
COc1cc(NC(=S)N2CCc3ccccc3C2)cc(OC)c1 | i | i | i | 3 | i | i | -2 | -6 | i | i | i
CCCn1c(=O)c2ccccc2n2c(SCC(=O)Nc3cc(C)on3)nnc12 | i | i | i | 1 | i | i | -3 | -9 | i | i | i
Cc1cc(C)cc(NC(=O)CSc2nc(=O)n(CCCN3CCOCC3)c3c2CCCC3)c1 | i | i | i | 0 | i | i | 0 | -16 | i | i | i
O=C1C(=O)N(Cc2cccnc2)C(c2ccc(Br)cc2)/C1=C(\O)c1ccc2c(c1)OCCO2 (configuration not stated) | i | i | i | 4 | i | i | x | -4 | i | i | i
Cc1nn(Cc2ccc(C(=O)N3CCCC3)o2)c(C)c1[N+](=O)[O-] | i | i | i | x | i | x | 1 | -8 | i | i | i
O=C(Nc1ccc(Oc2ccc3ccccc3c2)cc1)c1ccco1 | 14* | i | i | 4 | i | i | -8 | -23 | i | i | i
CCc1nnc(NC(=O)CSc2nc3ccccc3c(=O)n2CCCOC)s1 | i | i | i | -2 | i | i | -3 | -7 | i | i | i
O/C(=C\c1ccc2ccccc2n1)c1ccncc1 | i | i | i | 8 | 66* | i | 24 | -10 | i | i | i
Cc1cc(C(=O)N=Nc2c(O)n(C(C)C)c3ccccc23)n[nH]1 | i | i | i | 6 | i | i | 6 | -8 | i | i | i
CCc1cc(=O)[nH]c(SCC(=O)N2CCC(Cc3ccccc3)CC2)n1 | i | i | i | -2 | i | i | 2 | -15 | i | i | i
O=C(NC(=S)Nc1ccc(S(=O)(=O)Nc2nccs2)cc1)C1CC1 | i | i | i | x | i | i | 2 | -7 | i | i | i
O=C(Nc1ccc(C(=O)O)cc1)Nc1cccc2ccccc12 | i | i | i | x | i | i | 15 | -8 | i | i | i
COc1ccc(-c2nc(C=O)cs2)cc1 | i | i | i | 2 | i | i | -11 | -19 | i | i | i
CNc1ccc(SC#N)cc1 | i | i | i | 0 | i | i | -2 | -15 | i | i | i
CN(C)S(=O)(=O)c1cccc(NC(=O)c2n[nH]c(=O)c3ccccc23)c1 | i | i | i | -4 | i | i | x | -14 | i | i | i
COC(=O)c1sc(NC(=S)NC(=O)c2ccccc2C)nc1C | i | i | i | 1 | 49* | i | -2 | 25* | 42* | i | i

Taken from the entries so far for reference:
SMILES | KCNQ1 block | KCNK9 inh | TRPC4 potent | HDAC3 inhib | TRPC4 agonist | ANO1 block | DYRK1A inh | hERG protect | KCNQ1 act | KCNK3 block | TMEM16A act
Clc1ccc(N2CCCCCC2)nn1 | i | i | i | -9 | i | i | -2 | -7 | i | i | i
O=C(CCc1ccccc1)Nc1ncc2c(n1)CCCC2=O | i | i | i | 9 | i | i | 9 | -8 | i | i | i

Remaining list, next part:
SMILES | KCNQ1 block | KCNK9 inh | TRPC4 potent | HDAC3 inhib | TRPC4 agonist | ANO1 block | DYRK1A inh | hERG protect | KCNQ1 act | KCNK3 block | TMEM16A act
C/C(=N/NC(=S)Nc1ccccc1)c1ccc2c(c1)OCO2 | i | i | i | 12 | i | i | -1 | -4 | i | i | i
C/C(=N\NC(=O)c1ccc(CN(C)S(=O)(=O)c2ccc(C)cc2)cc1)c1ccc(OC(F)F)cc1 | i | i | i | 2 | i | i | 0 | -13 | i | i | i
Cc1cccc2cc3c(NC(=O)c4ccccn4)nn(C)c3nc12 | i | i | i | -5 | i | i | 3 | -7 | i | i | i
Cc1ccc(-c2csc(NC3OC(=O)c4ccccc43)n2)cc1 (configuration not stated) | i | i | i | 4 | i | i | -2 | -5 | i | i | i
O=C(NC1CC1)C1=C[C@@H](c2c[nH]c3ccccc23)C[C@@H](OCCCCO)O1 | i | i | i | -12 | i | i | -8 | -10 | i | i | i
COC(=O)C1=C(C)N(CCc2cc(OC)c(OC)c(OC)c2)C(=O)N[C@H]1c1ccccc1 | i | i | i | 1 | i | i | -4 | -2 | i | i | i
COc1nc(Oc2ccc(C(=O)OCC(N)=O)cc2)nc(N(C)C)n1 | i | i | i | 0 | i | i | -6 | -1 | i | i | i
CCN(CC)C(=O)NCc1c(C)cc(C)cc1C | i | i | i | 2 | i | i | 10 | -5 | i | i | i
Cn1c(=O)c(=O)n(C)c2cc(S(=O)(=O)N3CCCC3C(=O)NCc3cccnc3)ccc21 (configuration not stated) | i | i | i | 3 | i | i | -7 | -8 | i | i | i
O=C(c1ccco1)N1CCN=C1SCc1cccc(F)c1 | i | i | i | -5 | i | i | 11 | -2 | i | i | i
CCOC(=O)CNS(=O)(=O)c1ccc(C)cc1 | i | i | i | 0 | i | i | -7 | -7 | i | i | i
O=C(NC(CC(=O)N1CCN(c2ccccc2)CC1)c1ccccc1)c1ccccc1Cl (configuration not stated) | i | i | i | 2 | i | i | -6 | -11 | i | i | i
COC(=O)c1cc(-c2cccc(OC)c2)n[nH]1 | i | i | i | 8 | i | i | 8 | -5 | i | i | i
NS(=O)(=O)c1ccc(NC(=S)NCc2ccccc2Cl)cc1 | i | i | i | 3 | i | i | -1 | -8 | i | i | i
Cc1ccc(S(=O)(=O)/N=C(\N)c2ccc(Cl)cc2)cc1 | i | i | i | 0 | i | i | -3 | -6 | i | i | i
COC(=O)c1sccc1NC(=S)N1CCN(c2ccccc2F)CC1 | i | i | i | 0 | i | i | -2 | -4 | i | i | i
O=C(Cc1cc(=O)[nH][nH]1)N/N=C/c1cccc(Cl)c1Cl | i | i | i | 2&0 | i | i | -2&-5 | -5&-6 | i | i | i
Clc1ccc(-n2c(SCc3nc4ccccc4[nH]3)nnc2-c2ccncc2)cc1 | i | i | i | 7 | i | i | -3 | -9 | i | i | i
Cn1c(SCC(=O)NNC(=S)Nc2ccccc2)nnc1-c1ccccc1 | i | i | i | 0 | i | i | x | -9 | i | i | i
CCCC[n+]1ccn(-c2nc3ccccc3nc2[N-]S(=O)(=O)c2cccs2)c1 | i | i | i | 4 | i | i | 3 | -7 | i | i | i
COC(=O)C1C2CCC(C2)C1C(=O)OCC(=O)c1ccc(C)cc1 (configuration not stated) | i | i | i | 5 | i | i | x | -3 | i | i | i
C=C(C)c1cccc(C(C)(C)NC(=O)Nc2ccc(OC)nc2)c1 | i | i | i | 2 | i | i | 2 | -3 | i | i | i
N#Cc1ccc(C23CC4(C2)[C@H](CN(Cc2ccc(-c5ccccc5)cc2)[C@@H]4c2ccccc2)C3c2ccc(C(F)(F)F)cc2)cc1 (some centres not stated) | i | i | i | -1 | i | i | x | -9 | i | x | x
Cc1ccccc1-c1nc(CS(=O)(=O)CC(=O)N2CCOCC2)c(C)o1 | i | i | i | 8 | i | i | -5 | -5 | i | i | i
Cc1cccc(NC(=O)CCC(=O)N/N=C/c2ccc(O)cc2O)c1 | i | i | i | u | i | i | 5 | -13 | i | i | i
CCn1c(SCC(=O)NCCOC)nc2sc(C)c(C)c2c1=O | i | i | i | x | i | x | x | -4 | i | x | x
COc1ccc(-c2noc(N3CCC(C(=O)Nc4cccc(OC)c4)CC3)n2)cc1 | i | i | i | 4 | i | i | 12 | -11 | i | i | i

From PubChem
